Tb PFK block – qHTS Assay to Find Inhibitors of T. brucei phosphofructokinase. ATP-dependent 6-phosphofructokinase (Trypanosoma brucei brucei), O15648. T. brucei PFK, ADP-Glo luminescence. Potency, µM (series often up to 57.5 µM), without a hit: at the top dose activity, negative = inhibition, actives largely listed as inhibitors. 0.17% of 330,000 active. AID 485367, 2010;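 further: potency means the concentration at half of the fitted maximal effect; 0% = uninhibited 1x PFK enzyme wells and -100% = no-enzyme wells; nearly all actives have a fitted effect of over 60% in size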
Target sequence (O15648 whole entry, looked up): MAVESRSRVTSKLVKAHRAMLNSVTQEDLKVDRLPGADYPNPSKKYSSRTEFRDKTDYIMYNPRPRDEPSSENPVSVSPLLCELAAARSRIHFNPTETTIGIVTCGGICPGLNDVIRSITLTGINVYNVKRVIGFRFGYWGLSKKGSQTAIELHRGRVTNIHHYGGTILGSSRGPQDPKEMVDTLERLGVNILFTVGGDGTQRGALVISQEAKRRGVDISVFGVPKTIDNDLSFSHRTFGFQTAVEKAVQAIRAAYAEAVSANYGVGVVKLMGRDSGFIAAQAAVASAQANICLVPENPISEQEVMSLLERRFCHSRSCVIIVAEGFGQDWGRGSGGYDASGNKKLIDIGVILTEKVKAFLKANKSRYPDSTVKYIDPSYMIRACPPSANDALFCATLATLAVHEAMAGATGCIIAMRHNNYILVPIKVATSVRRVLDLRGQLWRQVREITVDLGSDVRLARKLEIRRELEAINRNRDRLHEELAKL
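1.25 nM PFK with 0.5 mM F6P and 0.1 mM ATP in 0.1 M TEA pH 8.0, 5 mM MgCl2, incubated 45 min at room temperature; ADP measured by ADP-Glo luminescence; compounds titrated up to 57 uM.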
Mito fusion yeast – qHTS Assay for Small Molecule Inhibitors of Mitochondrial Division or Activators of Mitochondrial Fusion | S. cerevisiae fusion-defective mutant growth rescue, CellTiterGlo 48 h | Potency, µM (series often up to 46.1 µM), inactives show top-dose growth rescue (activation), usual class: activators | 0.23% of 320,000 active;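 further: potency means the concentration at half of the fitted maximal effect; % of control where 0% means no effect; nearly all actives have a fitted effect of over 45% in size; temperature-sensitive fusion mutants such as fzo1-1 at 37 °C on non-fermentable ethanol glycerol medium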
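S. cerevisiae fusion-defective temperature-sensitive mutants (e.g. fzo1-1, mgm1-5) grown 48 h at 37C in YPEG (ethanol/glycerol non-fermentable) medium with 23 nl compound per well; growth rescue read as CellTiterGlo luminescence.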
TSHR antag – Antagonists of the Thyroid Stimulating Hormone Receptor: HTS campaign | Thyrotropin receptor (Homo sapiens), P16473 | TSHR-expressing cells, TSH-stimulated cAMP HTRF, 2 h; stronger effect = lower value | activity change, negative = inhibition, % at 11.5 µM | 0.2% of 330,000 active | AID 504810, 2011;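 active means activity change below a set negative limit, meaning inhibition stronger than a set level, cut at about -70% in these data; inconclusive means activity change between two set negative limits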; further: on the % scale 0 is the no-effect control and ±100 the full control effect
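Cell-based HTRF cAMP assay; TSHR cells + compound, TSH EC80 (4nM final), 2 h, 37 deg C. Lysis with anti-cAMP cryptate and cAMP-d2, 30 min RT, read 665/620 nm.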
A-T KAP1 phos – qHTS Assay for Identifying a Potential Treatment of Ataxia-Telangiectasia | […] A-T fibroblasts, KAP-1 phosphorylation AlphaLISA; neocarzinostatin DNA damage 30 min before lysis | Potency, µM (series often up to 57.5 µM), without a hit: at the highest dose activation, hits mostly activators | 0.19% of 320,000 active | AID 485349, 2010; further: potency means the concentration at half of the fitted maximal effect; % of control where 0% means no effect; nearly all actives have a fitted effect of over 45% in size
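hTERT-immortalized A-T patient fibroblasts ([…]), 500 cells/well in OPTI-MEM, 1% FBS, got compounds for 60 min, then NCS for 30 min at 37C. Lysates were then assayed for phospho-KAP-1 by AlphaLISA (anti-pKAP1 donor, anti-KAP1 acceptor beads), 6 hr at 25C.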
ELG1 repair inh – qHTS screen for small molecules that inhibit ELG1-dependent DNA repair in human embryonic kidney (HEK293T) cells expressing luciferase-tagged ELG1. HEK293T ELG1-luciferase reporter, luminescence, 16 h; DNA damage induced by 5-fluorouridine. Potency, µM (top dose mostly 46.1 µM), for inactives: at the top dose activity change, negative = inhibition, hits mostly inhibitors. 2.3% of 330,000 active; further: potency means the concentration at half of the fitted maximal effect; on the % scale 0 is the no-effect control and ±100 the full control effect; nearly all actives have a fitted effect of over 55% in size
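HEK293T cells expressing luciferase-tagged ELG1 (2,000/well) received 5-Fluorouridine plus compound or DMSO for 16 hr at 37 °C. Luciferase was read by ONE-Glo luminescence after 30 min at room temperature.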
ASM inhibitor – Inhibitors of Secretory Acid Sphingomyelinase (S-ASM): qHTS; 0.006% of 340,000 active; AID 504937, 2011; Potency, µM (highest dose often 57.5 µM), for inactives: top-dose activity change, negative = inhibition, actives largely listed as inhibitors; placental ASM, HMU-PC fluorogenic substrate, 60 min; Sphingomyelin phosphodiesterase (Homo sapiens), P17405; further: potency means the concentration at half of the fitted maximal effect
Target sequence (P17405 47-631 limits assumed): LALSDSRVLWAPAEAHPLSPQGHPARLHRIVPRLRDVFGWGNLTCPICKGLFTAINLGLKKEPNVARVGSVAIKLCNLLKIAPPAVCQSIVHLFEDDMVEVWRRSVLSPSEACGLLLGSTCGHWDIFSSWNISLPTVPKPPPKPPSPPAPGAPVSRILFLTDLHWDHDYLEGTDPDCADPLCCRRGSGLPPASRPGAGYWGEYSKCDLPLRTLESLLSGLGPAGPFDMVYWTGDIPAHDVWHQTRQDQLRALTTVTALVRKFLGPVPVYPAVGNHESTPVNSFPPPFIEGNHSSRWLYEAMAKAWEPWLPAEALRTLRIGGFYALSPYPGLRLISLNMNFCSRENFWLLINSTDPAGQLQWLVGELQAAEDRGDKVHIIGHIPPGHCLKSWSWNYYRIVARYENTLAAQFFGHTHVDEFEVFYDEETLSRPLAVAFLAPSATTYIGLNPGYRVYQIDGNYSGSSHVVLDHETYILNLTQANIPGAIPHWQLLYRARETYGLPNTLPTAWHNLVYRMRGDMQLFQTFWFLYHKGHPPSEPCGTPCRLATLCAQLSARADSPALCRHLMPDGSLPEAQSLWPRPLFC
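Human placenta-derived ASM enzyme was preincubated with compound for 10 minutes at room temperature, then given fluorogenic substrate HMU-PC0 (9 uM final) for 60 minutes at 37 °C; a pH 10 stop preceded fluorescence reading at Ex 386/Em 447 nm.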
TCR activator – Activators of T cell receptors: qHTS campaign. primary human leukocytes, anti-CD3, IL-2 HTRF, 48 h. Potency, µM (titrated, usually from 9.22 µM), for the others: at the highest dose activation of IL-2 secretion, hits mostly activators. 330,000 tested, under 10 active; further: % of control where 0% means no effect
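Using a-CD3 beads without co-stimulation, primary human leukocytes were exposed to compounds for 48 hr. An HTRF IL-2 kit measured the cytokine, with europium-to-d2 energy transfer producing emission at 665nm upon 320nm excitation.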
TSG101-PTAP inh – qHTS Assay for Iinhibitors of HIV-1 Budding by Blocking the Interaction of PTAP/TSG101; Tumor susceptibility gene 101 protein (Homo sapiens), Q99816; Fluorescence polarization, FITC-PTAP peptide / Tsg101 binding; Potency, µM (doses to about 115 µM), for the others: at the top dose activity change, negative = inhibition, most hits filed as inhibitors; 340,000 tested, under 10 active; AID 493005, 2010; active means well fitted inhibition curve with a large enough effect in the main read-out, with a control signal flat, not every such curve was filed as active; inconclusive means small, poorly fitted or top-dose-only effect, or effect the other way, or a change in a side signal; inactive means no such curve, though single readings can be large or run the other way; further: potency means the concentration at half of the fitted maximal effect; % of control where 0% means no effect
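FP read-out: FITC-PTAP peptide, 50 nM final, binding Tsg101 binding domain, 10 uM final; 20 min, r.t.; 10 mM HEPES pH 7.5, 0.15 M NaCl, 0.01% Tween 20, 3 mM EDTA, 0.1 mM TCEP.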
BCR signal inh – qHTS Assay to Find Inhibitors of Chronic Active B-Cell Receptor Signaling | ABC-DLBCL IkBa-CBG/CBR reporter, luminescence ratio, 4 h | Potency, µM (highest dose often 46.1 µM), for inactives: top-dose ratio change, negative = lower green/red ratio, most hits filed as inhibitors | 0.05% of 340,000 active | AID 493014, 2011; active means well fitted inhibition curve with a large enough effect in the signal ratio, with a control signal flat, not every such curve was filed as active; inconclusive means small, poorly fitted or top-dose-only effect, or effect the other way, or a change in a side signal; the % refers to the signal ratio;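 further: potency means the concentration at half of the fitted maximal effect; plate controls were basal doxycycline-induced cells for no effect and cells given 10 µM MG132 for full effect; MG132 reads +100%, hits lower the ratio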
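Cell line TMD8 (human ABC DLBCL), stably expressing tet-inducible CBG68-IkBa fusion and CBR; IMDM/0.5% FBS; cpd up to 46 uM; dox induction, 4 h, 37C/5% CO2; dual luminescence; green/red ratio; MG132 control.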
Integrin act MD – qHTS for Activators of Integrin-Mediated Alleviation for Muscular Dystrophy; alpha7betagal myoblasts, beta-gal FDG fluorescence, 48 h; Potency, µM (series often up to 38.3 µM), for inactives: at the top dose activation, most hits filed as activators; 0.064% of 350,000 active; AID 624291, 2012;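 further: potency means the concentration at half of the fitted maximal effect; 100% = response of the positive control SU9516; nearly all actives have a fitted effect of over 60% in size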
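Alpha7betagal+/- myoblasts (passage 13) were plated 16-24 hr, then exposed to compounds (1:260 dilution of DMSO stock) for 48 hours at 37C. After MPER lysis, β-galactosidase reporter activity was read as FDG fluorescence (ex 480/em 540) after 30 minutes.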
Eya2 phos inh – qHTS Assay for Inhibitors of the Phosphatase Activity of Eya2 | Protein phosphatase EYA2 (Homo sapiens), O00167 | Potency, µM (doses to about 76.9 µM), without a hit: at the highest dose activity, negative = inhibition, most hits filed as inhibitors | 0.006% of 330,000 active | recombinant Eya2, OMFP fluorescence dephosphorylation (OMFP is methylfluorescein phosphate); further: potency means the concentration at half of the fitted maximal effect; on the % scale 0 is the no-effect control and ±100 the full control effect
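Eya2 protein (added as 0.2 uM solution) was preincubated with compound for 10 min at ambient temperature in 50 mM HEPES pH 7.5, 50 mM NaCl, 5 uM MgCl2, 0.05% BSA, 1 mM DTT. OMFP (added at 50 uM) then reacted 10 min; fluorescence read at 485/525 nm.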
The depositor's hits bear a star; u = inconclusive; x = not tested or not shown; [ ] = dose if it differs, or a comment. Unless noted, the call rests on the fitted dose curve; in most records, active means well fitted curve in the direction sought with a large enough effect; inconclusive means small, poorly fitted or top-dose-only effect, or another doubt; inactive means no such curve, though single readings can be large; an effect the other way counts as inactive or inconclusive. This is a random part of the collection. About 3.2% of those tested had a hit in this group.

SMILES	Tb PFK block	Mito fusion yeast	TSHR antag	A-T KAP1 phos	ELG1 repair inh	ASM inhibitor	TCR activator	TSG101-PTAP inh	BCR signal inh	Integrin act MD	Eya2 phos inh
Cc1sc(NC(=O)CSc2nnnn2C2CCCCC2)c(C#N)c1C	5%	-1%	28	1%	0%	-2%	-2%	-1%	5%	10%	8%
C[C@H]1CN([C@@H](C)CO)C(=O)c2cccc(NC(=O)c3ccncc3)c2O[C@H]1CN(C)C(=O)Nc1ccccc1	12%	x	-5	-3%	1%	-11%	-5%	-1%	-1%	0%	12%
COc1cccc(/C=N/NC(=S)Nc2cccc(C(=O)O)c2)c1	5%	5%	-16	2%	u	6%	5%	-4%	u	6%	-7%
CCOc1c2ccc(C(=O)NCc3ccc(C)cc3)cc2nn1CCOC	-7%	2%	0	-1%	-3%	33%[activator]	3%	x	-14%	36%	17%
CCC(C)c1ccccc1NS(=O)(=O)c1cnn(CC)c1 (stereo not given)	-6%	3%	1	-2%	-2%	4%	3%	-3%	6%	7%	0%
Cc1ccccc1NC(=O)c1cccc(S(C)(=O)=O)c1	0%	0%	1	13%	4%	1%	3%	-2%	3%	6%	-4%
COc1ccc(CC(=O)N/N=C(\C)CC(=O)Nc2ccc3c(c2)OCCO3)cc1	3%	-4%	-3	-4%	4%	-1%	-1%	2%	-15%	-302%[inhibitor]	-4%
COc1nc(-c2ccccc2)ccc1-c1noc(C)n1	x	7%	x	x	x	-3%	-1%	-5%	x	2%[7.66 µM]	x
CN(Cc1cccc2cnccc12)C(=O)c1cc(COc2ccc(F)cc2F)on1	-1%	-7%	3	-3%	u	0%	-4%	5%	u	-30%	-8%
CC(C)c1ccc(NC(=O)N2CCCC2C(=O)Nc2ccc(-n3cnnn3)cc2)cc1 (stereo not given)	2%	-1%	-2	-1%	-16%	-3%	x	-5%	u	4%	-22%
COC(=O)c1ccc(CSc2nc3ccccc3c(=O)n2CC(C)C)o1	4%	-5%	2	8%	-21%	-14%	3%	0%	u	-12%	-1%
O=C1Nc2ccccc2Nc2ccc([N+](=O)[O-])cc21	-1%	1%	25	29%	-6%	-7%	-1%	-2%	3%	-5%	9%
CCn1c(NC(=O)Nc2ccccc2OC)nc2ccccc21	-3%	0%	-7	4%	3%	0%	-6%	-1%	u	4%	0%
Nc1nonc1C(=O)OCC(=O)c1ccc(Cl)cc1	5%	-3%	4	1%	12%	4%	-3%[46.1 µM]	-1%	-4%	14%	9%
CCCC(=O)Nc1ccc(C(=O)NNC(=O)c2ccco2)cc1	2%	1%	71	8%	8%	4%	-42%	-5%	-17%	20%	4%
Cc1cc(NC(=O)CSC2=NCCS2)no1	-1%	-6%	15	-6%	-9%	-2%	0%	-4%	3%	-40%	-1%
CN1CCN(c2ccc([N+](=O)[O-])cc2C(=O)c2ccccc2)CC1	8%	-6%	20	0%	-7%	-2%	1%[46.1 µM]	-2%	2%	-14%	1%
COc1ccccc1CNC(=O)Cc1cc(=O)[nH]c(=O)[nH]1	1%	-3%	-2	6%	23%	5%	-1%	-1%	0%	-12%	4%
c1cncc(-c2csc(NCc3ccco3)n2)c1	-5%	0%	1	1%	u	13%	7%	-5%	-7%	8%	-2%
O=S(=O)(c1cccc(-c2nc3ccccc3s2)c1)N1CCCC1	-12%	1%	-18	13%	-18%	-8%	5%	-6%	u	-13%[7.66 µM]	-27%
CCN(CC)S(=O)(=O)c1cc(NC(=O)Cc2ccsc2)ccc1C	-2%	-3%	-16	-1%	-27%	-3%	-5%	-2%	u	-9%	7%
COc1ccccc1C(=O)N1CCN(Cc2cccnc2)CC1	-5%	4%	0	2%	0%	4%	1%	-3%	3%	-10%	0%
CC(NC(=O)CCCc1nnc2n(C)c(=O)c3sccc3n12)c1ccccc1 (stereo not given)	-11%	0%	-1	-7%	-1%	0%	-3%	0%	13%	13%	21%
COc1cccc(C2(C)NC(=O)N(CC(=O)c3cc(C)n(C4CC4)c3C)C2=O)c1 (stereo not given)	0%	-2%	1	-3%	0%	4%	5%	-4%	-2%	-16%	24%
CCCCOC(=O)n1ccc(C(=O)Nc2ccccc2OC)n1	1%	-2%	-7	10%	9%	0%	6%	0%	-4%	10%	-1%
S=C(NCC1CCCO1)c1ccc(Br)cc1 (stereo not given)	-21%	2%	-3	18%	u	-3%	x	3%	u	28%	-2%
Cc1ccc(NS(=O)(=O)c2cccs2)c(C)c1	0%	12%	8	7%	u	-3%	-2%	-11%	-6%	-31%	6%
COc1ccccc1-c1noc2ncnc(Nc3ccc4c(c3)OCO4)c12	1%	2%	-5	1%	-8%	-2%	-1%	1%	-8%	-1%	-5%
COc1cc(NS(=O)(=O)c2ccc(N/C=C(\C=O)c3nc4cc(Cl)ccc4o3)cc2)nc(OC)n1	15%	1%	-18	12%	u	-4%	0%	-1%	4%	-22%	-15%
O=C(NCc1ccccc1)C1CC(=O)N(C2CCCCC2)C1 (stereo not given)	1%	1%	-2	-6%	15%	3%	-2%	-5%	-1%	-14%	-8%
COc1ccc(CNC(=O)N2CCN(S(=O)(=O)c3ccc(C)cc3C)CC2)cc1	-1%	6%	-6	-1%	-10%	-1%	5%	-4%	6%	-10%	-7%
CCOP(=O)(O)c1ccccc1OCCOCCOc1ccccc1P(=O)(O)OCC	0%	-1%	21	x	14%	-2%	2%	-3%	7%	16%	21%
O=C(c1cccc2ccccc12)C1CCCN(C(=O)c2ccc(N3CCOCC3)cc2)C1 (stereo not given)	-8%	4%	-12	2%	16µM*	2%	-3%	-3%	-23%	-41%	13%
COc1ccccc1N1CCN(C(=O)CCc2nnc3ccc(N4CCCC4)nn23)CC1	1%	0%	1	5%	-24%	-1%	-5%	-3%	2%	19%	-1%
CC(=O)Nc1ccc(S(=O)(=O)N(C)c2ccc(O)cc2)cc1	1%	-1%	12	9%	1%	1%	-1%	-5%	u	-10%	3%
CCOc1cc(C(=O)NCc2ccco2)cc(OCC)c1OCC	0%	-2%	1	-3%	-20%	1%	9%	-1%	-3%	-15%	8%
CCN(CC(=O)NCc1cccs1)C(=O)c1ccc(S(=O)(=O)N(CC)c2ccccc2)cc1	-1%	5%	-7	12%	10%	-2%	-1%	-4%	7%	12%	4%
Cc1cccc(C(=O)NNC(=O)c2ccc(Br)cc2)c1	1%	1%	1	1%	u	-1%	-1%	0%	u	-10%	3%
O=C(CSc1nnc(-c2ccc([N+](=O)[O-])cc2)o1)Nc1ccccn1	-2%	4%	3	-2%	u	6%	1%	-10%	2%	u	3%
COC(=O)c1ccc(Cn2cc(C(F)(F)F)cc([N+](=O)[O-])c2=O)cc1	-7%	-1%	10	2%	-5%	-3%	-10%	-5%	u	u	-8%
CCCCNC(=O)CSc1nc2ccc(C)cc2[nH]1	-1%	-4%	-6	4%	-5%	5%	1%	-3%	6%	-13%	1%
C=CCNC(=O)C12CCC(C)(C(=O)C1Br)C2(C)C (stereo not given)	0%	-2%	11	6%	0%	-3%	1%[46.1 µM]	-1%	4%	16%	0%

Screens deposited in PubChem BioAssay by National Center for Advancing Translational Sciences (NCATS).
